esBAF inh: Bmi1 luciferase reporter increase in mESCs, primary screen, esBAF inhibitor project, mouse ES cells, Bmi1 luciferase knock-in, single point | 24 h; 100% = twice the neutral-well signal | reporter increase, % at 12.5 µM | actives 2% (n = 350,000) | AID 602393, 2012; in the data active = activation above about 40%; inconclusive = no clear call, values can overlap the other calls;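 note: 0% = median of the plate's neutral control wells and 100% = double that signal; a rise in the Bmi1 reporter signal indicates esBAF inhibition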
LGR2 antag: inhibitors of bursicon-induced LGR2 CRE-luciferase signal, primary screen, cell-based, HEK293, CRE-luciferase reporter, bursicon stimulation; actives 0.35% (n = 380,000); Drosophila bursicon receptor LGR2 (rickets); inhibition, % at 9.99 µM; bursicon-stimulated, 4 h;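 active = drop in luminescence signal, shown as inhibition above about 50% in the replicate tests, limit read from the data, passing the limit was not always enough; inconclusive = probably only some replicates passing the limit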;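 note: agonist challenge used bursicon conditioned medium at about half maximal strength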
S100A4 inh HTS: inhibitors of S100A4-myosin IIA peptide binding, primary screen, biochemical, fluorescence polarization, TAMRA-MyoIIA peptide; Protein S100-A4 (Homo sapiens), P26447; inhibition, % at 10.7 µM; actives 0.14% (n = 360,000); AID 652163, 2013;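 active = mean inhibition of at least 70% across replicates, with every replicate also reaching that level; inconclusive = mean inhibition reaches 70% but some replicates fall short; inactive = mean inhibition below 70%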
Target sequence (P26447 whole entry, looked up): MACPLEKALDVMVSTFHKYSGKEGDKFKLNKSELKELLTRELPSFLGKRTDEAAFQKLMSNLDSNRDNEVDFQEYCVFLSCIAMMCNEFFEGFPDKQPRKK
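assay system = human S100A4 monomer with TAMRA-labelled myosin IIA peptide | also added = labelled myosin peptide probe, 5 nM | incubation = 5 min between mix addition and reading | control set = DMSO and TFP controls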
SIRT5 inh: SIRT5 desuccinylase inhibitors, primary screen, biochemical, fluorescence imaging, single point, set 5 | inhibition, % at 15 µM | Purified SirT5, succinyl-peptide AMC, trypsin-coupled fluorescence | actives 1.1% (n = 330,000) | NAD-dependent protein deacylase sirtuin-5, mitochondrial (Homo sapiens), Q9NXA8; in the data active = inhibition above about 15%; inconclusive = no clear call, values can overlap the other calls
Target sequence (Q9NXA8 whole entry, looked up): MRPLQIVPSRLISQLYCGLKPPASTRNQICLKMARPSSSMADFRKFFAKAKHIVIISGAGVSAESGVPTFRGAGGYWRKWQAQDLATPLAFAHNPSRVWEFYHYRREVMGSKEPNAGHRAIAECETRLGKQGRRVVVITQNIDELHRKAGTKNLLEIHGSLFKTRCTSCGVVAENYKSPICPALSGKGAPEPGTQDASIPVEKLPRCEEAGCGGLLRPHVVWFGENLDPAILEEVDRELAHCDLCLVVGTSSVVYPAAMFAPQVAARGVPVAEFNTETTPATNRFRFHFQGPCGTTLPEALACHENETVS
Casp6 inh: human caspase-6 inhibitors, primary screen, biochemical, VEID-R110 fluorescence, single point, set 2; inhibition, % at 12.5 µM; P55212; actives 0.53% (n = 350,000); purified caspase-6, Z-VEID-R110 cleavage fluorescence;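 active = mean inhibition across replicates at least about 35%, with every replicate also reaching that limit, limit read from the data; inconclusive = only one of the two criteria met; inactive = neither criterion met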;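 note: 0% = median of neutral control wells and 100% = no fluorescence left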
Target sequence (P55212 24-179 limits assumed): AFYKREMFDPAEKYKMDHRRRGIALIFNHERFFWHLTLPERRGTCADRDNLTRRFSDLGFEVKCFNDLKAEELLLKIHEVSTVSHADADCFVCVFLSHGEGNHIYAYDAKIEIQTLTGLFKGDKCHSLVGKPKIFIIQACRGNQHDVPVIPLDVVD
Target sequence (P55212 194-293 limits assumed): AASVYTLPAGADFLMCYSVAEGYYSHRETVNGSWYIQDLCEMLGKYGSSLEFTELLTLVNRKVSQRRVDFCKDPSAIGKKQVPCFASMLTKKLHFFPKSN
FN deposition inh: inhibitors of fibronectin matrix deposition, primary screen, AH1F cells, Alexa488-fibronectin fluorescence, plate reader; AH1F fibroblasts, overnight; inhibition, % at 12.6 µM; actives 0.086% (n = 350,000);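 active = mean inhibition across replicates of 30% or more, regardless of how many single replicates reach that level; inconclusive = mean under 30% yet at least half of replicates reach 30%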;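 note: positive control wells lacked labelled fibronectin entirely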
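Material: AH1F fibroblast monolayer depositing Alexa488-labelled fibronectin into matrix / Amount: 10000 AH1F cells per well / Signal: fluorescence 485/525 nm / Medium: DMEM, 2% serum / Compound: single dose, pinned / Incubation: 1 h cell adhesion before compound, then overnight fibronectin incubation / Reagent: Alexa488-FN, 24 nM final / Read-out: inhibition of fibronectin deposition signal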
Statin myotox sup: suppressors of statin myotoxicity in C2C12 myotubes, primary screen, cell-based, single point, plate reader; C2C12 myotubes + simvastatin, ATP luminescence, 48 h; scaled: DMSO 0, geranylgeraniol control 100; rescue of ATP level, % at 7.49 µM; actives 0.78% (n = 330,000);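 active = mean ATP rescue above about 67%, or every replicate alone reaching that limit, limit read from the data, passing the limit was not always enough; inconclusive = no clear call, values can overlap the other calls; inactive = mean under the limit and some replicate under it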;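 note: myotubes were challenged with 10 µM simvastatin during compound exposure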
Numbers without * were called inactive; ? = inconclusive; · = not tested or not shown; & = joins results of further samples. Some of the compounds tested; rates above refer to the full screens.

Preview:
Values run as follows: FN deposition inh	S100A4 inh HTS	Casp6 inh	esBAF inh	LGR2 antag	Statin myotox sup	SIRT5 inh
- CC(=O)OC[C@@H]1CN(Cc2ccccc2)C[C@H](n2cnc3c(N(C)C(C)C)ncnc32)O1
    -4	2	-2	6	-20	-3	1
- C[C@H](CO)N1C[C@H](C)[C@@H](CN(C)S(=O)(=O)c2ccc(Cl)cc2)Oc2c(NC(=O)c3cnccn3)cccc2C1=O
    0	·	·	2	-2	·	·

The listing, from the start:
Values run as follows: FN deposition inh	S100A4 inh HTS	Casp6 inh	esBAF inh	LGR2 antag	Statin myotox sup	SIRT5 inh
- CC(=O)OC[C@@H]1CN(Cc2ccccc2)C[C@H](n2cnc3c(N(C)C(C)C)ncnc32)O1
    -4	2	-2	6	-20	-3	1
- C[C@H](CO)N1C[C@H](C)[C@@H](CN(C)S(=O)(=O)c2ccc(Cl)cc2)Oc2c(NC(=O)c3cnccn3)cccc2C1=O
    0	·	·	2	-2	·	·
- CCOC(=O)c1c(C)[n+]([O-])c2ccc3c(non3O)c12
    -4	3	5	·	26	·	1
- Cn1c(SCc2c(Cl)cccc2Cl)nnc1-c1ccc2nonc2c1
    -5	-12	-2	·	5	·	2
- COCCCn1c(SCC(=O)Nc2ccc(C)cc2)nc2ccccc2c1=O
    4	-4	-2	·	-11	·	-3
- Cc1cccc(C)c1Cn1c(C)c(C(=O)NCc2ccc(C#N)cc2)sc1=O
    -7	0	0	1	-11	1	·
- O=Cc1c[nH]c2cccc(OCc3ccccc3)c12
    -3	2	2	?	0	-10	-2
- C[C@@H]1CN([C@H](C)CO)C(=O)c2cccc(NC(=O)Nc3ccc4c(c3)OCO4)c2O[C@@H]1CN(C)S(=O)(=O)c1cn(C)cn1
    -6	-17	-3	-2	-16	-34	16*
- O=C(c1cccs1)N1C[C@@H](n2cc(C3CC3)nn2)[C@H](O)C[C@@H]1c1ccc(Cl)cc1
    6	-6	3	3	-1	3	1
- COc1ccc(NC(=O)N(C)C[C@@H]2OCCCC[C@@H](C)Oc3ccc(NS(=O)(=O)c4ccc(Cl)cc4)cc3C(=O)N([C@H](C)CO)C[C@@H]2C)cc1
    -4	139*	-4	4	-9	·	5
- Cc1noc(C)c1NC(=O)N1C[C@@H](O)COC[C@@H]2O[C@H](CC(=O)N3CCc4ccccc4C3)CC[C@H]21
    -4	·	·	-1	2	14	·
- Cc1cccc(NC(=O)C2CCN(S(C)(=O)=O)CC2)c1C
    3	5	2	-6	-4	-5	-2
- COc1ccc(NC(=O)Nc2cccs2)cc1Cl
    1	-2	·	·	-6	·	-2
- COc1ccc(CC(=O)Nc2ccc3nc(C)sc3c2)cc1OC
    5	0	2	·	8	·	-1
- CCCNC(=O)N1[C@H](C#N)[C@H](c2ccccc2-c2ccc(OC)cc2)[C@@H]1CO
    -4	13	-1	·	14	·	-3
- CC(C)c1cn(CC[C@H]2CC[C@H](NC(=O)Nc3cc(Cl)cc(Cl)c3)[C@@H](CO)O2)nn1
    6	-48	-1	4	16	-3	-6
- CC(C)(C)c1nn(-c2ccccc2)c2[nH]c(=O)c(CNc3ccc4c(c3)OCCO4)cc12
    ·	·	·	-39	18	-14	·
- CCC(=O)N1C[C@H](C)[C@H](OC)CN(C)C(=O)c2ccc(NC(=O)NC(C)C)cc2OC[C@H]1C
    -9	4	1	·	10	·	-1
- CCc1nnc2n1N=C(c1ccc([N+](=O)[O-])cc1)CS2
    3	1	0	·	5	·	-2
- Cc1ccn(-c2cc(O)c(-n3ccc(C)n3)cc2O)n1
    -15	0	1	·	·	·	-5
- O=C(O)CCC1C(=O)NC(=O)CC1c1ccccc1 (stereo not drawn)
    4	-1	0	5	-25	-10	·
- COc1ccc(CC2(CO)COc3ccccc3C2=O)cc1 (stereo not drawn)
    -5	-9	5	·	-9	·	-14
- CC(Oc1ccccc1F)C(=O)/C=C/N(C)C (stereo not drawn)
    ·	3	1	·	-3	·	-2
- C[C@@H]1CN([C@@H](C)CO)C(=O)Cc2cc(NC(=O)C3CCCCC3)ccc2O[C@@H]1CN(C)C(=O)Nc1cccc2ccccc12
    -8	-14	·	-1	-18	-29	3
- COc1ccc(CC(=O)Nc2ccc(C(=O)Nc3nccs3)cc2)cc1OC
    -2	1	1	·	2	·	-2
- C[C@@H]1CN([C@H](C)CO)C(=O)c2cc(NC(=O)C3CCCCC3)ccc2O[C@H]1CN(C)Cc1ccncc1
    ·	2	-1	-6	33	12	0
- CNC[C@@H]1Oc2ccc(NC(=O)Cn3cnnn3)cc2CC(=O)N([C@@H](C)CO)C[C@@H]1C
    ·	·	·	-3	1	1	·
- CCOc1ccc(NC(=O)CN2CCCC2c2cccs2)cc1S(=O)(=O)N1CCCC1 (stereo not drawn)
    -3	-5	-1	2	4	22	-2
- CCC(OC(=O)CN1C(=O)C(=O)c2ccccc21)C(=O)Nc1ccccc1OC (stereo not drawn)
    4	1	-1	-2	4	6	-4
- c1ccc2c(c1)N1CCCN=C1N2CCN1CCCCC1
    5	-1	-37	·	5	·	-2
- CCOC(=O)N1CCN(C(=O)c2ccc(CS(=O)(=O)c3ccc(OC)cc3)o2)CC1
    8	-3	-2	-2	5	-1	·
- O=C(NCCOc1ccccc1Cl)c1cccc2c1C(=O)c1ccc(Cl)cc1S2(=O)=O
    -8	-1	-1	4	45	1	·
- Cc1cc(C(=O)NNC(=O)Nc2cccc(C(F)(F)F)c2)no1
    -4	-4	·	·	18	·	-10
- Cc1ccc(S(=O)(=O)N2CC[C@H]3[C@@H](CO)N(C)c4ccc(-c5cccc(C#N)c5)cc4[C@H]32)cc1
    -3	0	-2	1	10	1	-2
- COc1cccc(N2CCN(C(=O)c3nc4nc(C)cc(C)n4n3)CC2)c1
    -1	-2	-5	·	1	·	-12
- Cc1cc(C)c(NC(=O)CSc2nnc(CNC(=O)c3ccco3)o2)c(C)c1
    -12	21	1	4	18	9	-3
- C/C(=N\N1CCN(c2ccccc2)CC1)c1ccccc1O
    -1	1	-1	-4	-2	9	-1
- CO[C@@H]1CN(C)C(=O)c2ccc(NS(=O)(=O)c3cccc(F)c3)cc2OC[C@H](C)N(C(=O)Cc2cccnc2)C[C@H]1C
    -3	1	2	·	3	·	-4
- O=C(Nc1cc(Cl)ccc1Cl)c1ccco1
    5	-7	2	-4	-11	5	2
- CC(=O)c1ccc(NC(=S)Nc2cccc3ccccc23)cc1
    3	-2	-5	5	-7	0	-7
- COc1ccc(C(=O)O/N=C(\N)c2ccccc2Cl)cc1OC
    -1	-8	-3	?	-89	-5	-1
- COc1ccc2c(Cl)c(-c3nnc(SCC(N)=O)n3C)sc2c1
    8	0	2	-1	6	14	·
- CN(C)/C=C/C1=C([N+](=O)[O-])C(c2cccc([N+](=O)[O-])c2)NC(=O)N1 (stereo not drawn)
    19	-9	10	·	-4	·	-14
- COc1ccc(N(CC(=O)NCCSC2CCCCC2)S(=O)(=O)c2ccc(C)cc2)cc1
    2	-3	-4	1	5	14	-1
- COC(=O)[C@H](Cc1ccc(O)cc1)NCCCn1cnc(C(=O)Nc2ccc(C)c(C)c2)n1
    10	-4	1	-2	-7	4	1
- CC(C)(C)NC(=O)NC(=O)COC(=O)C1c2ccccc2Oc2ccccc21
    8	-2	0	6	4	44	0
- CC(C)[C@@H](CO)NC(=O)[C@H]1O[C@@H](n2cnc3c(N)ncnc32)[C@H](O)[C@@H]1O
    4	-1	0	-8	-17	-2	1
- Cc1cc(C)cc(NC(=O)c2ccc(S(=O)(=O)NCc3cccnc3)cc2)c1
    -3	-4	-2	-4	-7	37	3
- Cc1c(CCC(=O)O)c(=O)oc2cc(OCc3ccccc3Br)ccc12
    -1	-3	-4	0	-9	6	-31
- C[C@H]1CN([C@@H](C)CO)C(=O)CCCn2nncc2CO[C@@H]1CN(C)S(=O)(=O)c1cccc(C#N)c1
    4&10	-4&3	-1&2	-1&-3	1&5	-8&3	-2&8
- CCNC(=O)COC(=O)/C=C/c1ccccc1[N+](=O)[O-]
    ·	·	·	-4	-2	16	·
- CCCOc1ncnc2c1[nH]c1ccc(OC)cc12
    12	2	1	·	-56	·	-6
- COCCN(C(=O)CSc1n[nH]c(-c2ccccc2)n1)c1c(N)n(Cc2ccccc2)c(=O)[nH]c1=O
    1	31	0	·	6	·	1
- COC(=O)c1cccc(NS(=O)(=O)c2cccs2)c1C
    0	8	1	11	-6	3	-1
- COc1ccc2oc(C(=O)N3CCCc4ccccc43)c(C)c2c1
    2	-18	-2	75*	-62	-17	-1
- C/C=C/c1ccc2c(c1)O[C@H](CN(C)C(C)=O)[C@H](C)CN([C@H](C)CO)S2(=O)=O
    -3	-2	1	1	3	-8	0
- CCCNC(=O)c1oc2ccc3c(c2c1C)C(=O)CC(C)(C)O3
    1	·	·	-15	·	-13	·
- C[C@H](NC(=O)c1nc[nH]c1C(=O)N(C)Cc1ccccc1)c1ccccc1
    7	7	1	-8	-12	7	-5
- COc1ccc(N(CC(=O)NC(C)(C)C)C(=O)CCC(=O)Nc2nccs2)c(OC)c1
    -4	-5	4	-1	3	4	-1
- Cc1ccc2c(c1)c1c(n2CC(O)CNC(CO)(CO)CO)CCCC1 (stereo not drawn)
    -14	-8	-4	-1	6	-2	·

(listing goes on)
Values run as follows: FN deposition inh	S100A4 inh HTS	Casp6 inh	esBAF inh	LGR2 antag	Statin myotox sup	SIRT5 inh
- COc1ccc(-c2cc(C(=O)Nc3ccc(C)c(C)c3)no2)cc1
    -11	-2	1	5	0	3	-3
- COc1ccc(C2c3[nH]c4ccccc4c3CCN2Cc2ccoc2)c(F)c1 (stereo not drawn)
    9	2	0	·	-34	·	-3
- Oc1ccc(N=Nc2n[nH]c(-c3ccc(Br)cc3)n2)cc1
    -5	10	3	·	24	·	13
- O=C(O)c1cccc(NC(=S)N/N=C/c2ccccc2OCc2ccc(Br)cc2)c1
    -4	-2	·	·	-30	·	4
- CC(=O)Nc1ccc(NC(=O)CCCCCn2nnc3ccccc3c2=O)cc1
    ·	-6	3	6	2	-2	-7

Fetched one by one from the entries so far, two records:
Values run as follows: FN deposition inh	S100A4 inh HTS	Casp6 inh	esBAF inh	LGR2 antag	Statin myotox sup	SIRT5 inh
- COc1ccc(C2c3[nH]c4ccccc4c3CCN2Cc2ccoc2)c(F)c1 (stereo not drawn)
    9	2	0	·	-34	·	-3
- Oc1ccc(N=Nc2n[nH]c(-c3ccc(Br)cc3)n2)cc1
    -5	10	3	·	24	·	13
